S3 lipid droplet = qHTS Assay for Lipid Storage Modulators in Drosophila S3 Cells; Drosophila S3 cells, BODIPY lipid droplet fluorescence, 18-24 h; cells fed with added oleic acid; actives 0.64% (n = 320,000); lipid storage change, negative = inhibition, % at the top dose, mostly 46.1 µM; hits show Potency in µM; active = well fitted inhibition curve with a large enough effect in the signal ratio, with a control signal flat, not every such curve was filed as active; inconclusive = small, poorly fitted or top-dose-only effect, or effect the other way, or a change in a side signal; the % refers to the signal ratio
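Drosophila S3 cells loaded with oleic acid (400 uM, as added) and compounds at several concentrations; lipid droplets imaged by 488-nm laser-scanning cytometry, 500–530 nm intensity and object ratio to cell channel. Percent activity normalized to 20 uM Triacsin C.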
S3 lipid droplet cell count max = recorded beside S3 lipid droplet, whose call it bears; cell number change, %; measured here: cell count max response;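 cells counted by Cell Tracker Red CMTPX staining in the red channel; peak over a dose series mostly up to 46.1 µM; percent activity relative to internal control wells on each plate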
* = called active by the depositor; i = inactive; ? = inconclusive; / = no result given; [ ] = dose if it differs, or a comment. % is scaled to controls: 0 for no effect and ±100 for the full control effect; potency is read from the fitted curve at half-maximal effect. This is a subset; rates above refer to the full screens.

SMILES	S3 lipid droplet	S3 lipid droplet cell count max
CCOc1cc(/C=N\Nc2ncc(F)c(N3CCOCC3)n2)ccc1Oc1nc(Cl)ncc1F	3%	13
COc1ccc(C2C(C)C3(O)CC(C#N)(C(=O)N3)C2(C#N)C#N)cc1 (stereo unspecified)	?	/
CC(=O)N(c1ccc(Cl)cc1)c1c[nH]c2ccccc12	0%	-7
O=C1c2cnc3nc(SCc4ccc(Cl)cc4)nn3c2CC2c3ccccc3CCN12 (stereo unspecified)	?	/
NC(=O)c1ccccc1NC(=O)CC12CC3CC(CC(C3)C1)C2	-2%	-8
COc1ccc(C(c2c(C)n(C)n(-c3ccccc3)c2=O)c2c(C)n(C)n(-c3ccccc3)c2=O)cc1O	?	/
COc1cc(CC(=O)OCC(=O)N2CCCCC2)cc(OC)c1OC	1%	11
CCC(=O)Nc1c(C)cc(C)cc1Cl	12%	-15
CC1C(=O)Nc2ccc(S(=O)(=O)N3CCN(c4cccc(Cl)c4)CC3)cc2NC1=O (stereo unspecified)	?	/
COCCNC(=O)C(c1ccccc1C)N(C(=O)Cn1nnc2ccccc21)c1cccnc1 (stereo unspecified)	9%	13
c1ccc(-n2nnnc2N2CCOCC2)cc1	-9%	1
NNC(=O)CCn1c2ccccc2c2ccccc21	?	/
Cc1c(C#N)c2ccccc2n1CC(=O)O	1%	13
CCOC(=O)CCCCC(=O)c1[nH]c(=O)[nH]c1CSc1nc2ccccc2[nH]1	-5%	-19
Cc1cc(S(=O)(=O)N(Cc2ccc(C(C)(C)C)cc2)Cc2cccs2)ccc1-n1cnnn1	?	/
CCCC(C(=O)Nc1ccc(S(=O)(=O)Nc2nccs2)cc1)c1ccccc1 (stereo unspecified)	-22%[0.0737 µM]	/
CCc1nc(SCc2cccnc2)[nH]c(=O)c1C	?	/
CCOC(=O)/C(C#N)=C/Nc1ccccc1NS(=O)(=O)c1ccc2c(c1)OCCO2	12%	-6
NNC(=O)[C@H](Cc1ccccc1)NC(=O)NCCc1ccccc1	17%	9
COc1cccc(C(=O)Nc2ccc3c(c2)C(=O)N(CCC(=O)O)C3=O)c1	3%	/

Structural class: the entries above with an aryl thioether with sulfur outside any ring.
SMILES	S3 lipid droplet	S3 lipid droplet cell count max
O=C1c2cnc3nc(SCc4ccc(Cl)cc4)nn3c2CC2c3ccccc3CCN12 (stereo unspecified)	?	/
CCOC(=O)CCCCC(=O)c1[nH]c(=O)[nH]c1CSc1nc2ccccc2[nH]1	-5%	-19
CCc1nc(SCc2cccnc2)[nH]c(=O)c1C	?	/

(list continues)
SMILES	S3 lipid droplet	S3 lipid droplet cell count max
O=C(Nc1ccc(Cl)c(NC(=O)c2cccs2)c1)c1ccco1	i	-18
COc1ccc(Cl)cc1-c1nc(SCC(=O)NC(C)(C)C)n[nH]1	?	/
CC(=O)Nc1sc(C)c(C)c1C(=O)OCC(=O)NC(C)c1ccccc1 (stereo unspecified)	?	/
Cn1cnnc1SCCC(=O)Nc1ccccc1	?	/
CCc1cc(-c2[nH]ncc2-c2ccc3c(c2)OCO3)c(O)cc1O	?	/
O=C(CSc1nnc(Cc2cccs2)n1Cc1ccco1)Nc1cc(Cl)cc(Cl)c1	?	/
Cc1cccc(CCN(CC(=O)NC2CCCCC2)C(=O)c2csnn2)c1	-17%	-27
Cc1ccccc1Nc1ncnc2c1cnn2Cc1ccccc1	?	/
Cc1cc(N)n(-c2ncnc3scc(-c4ccc(Cl)cc4)c23)n1	-12%	-13
CCN1CCN(c2ncnc3scc(-c4ccc(C)cc4)c23)CC1	10%	-25
COc1cc2c(cc1OC)C(C)=NCC2	-3%	1
CCOC(=O)C(Sc1n[nH]c(N)n1)c1ccccc1 (stereo unspecified)	?	/
CC(=O)N(/N=C/c1ccc(C)cc1)c1nc(CCl)cs1	?	/
CCCn1c(N)[n+](CC(=O)c2ccco2)c2ccccc21	-8%	-13
COc1ccc(S(=O)(=O)N2CCN(C(=O)c3cc(C)oc3C)CC2)cc1	?	/
CCN1C(=O)[C@H]2[C@@H](c3ccc(-c4ccc(OC)cc4)cc3)N[C@@](CC(C)C)(C(=O)OC)[C@H]2C1=O	-25%	13
CC(=O)NC1C(=O)Nc2c1cccc2C(F)(F)F (stereo unspecified)	7%	-4
O=C1CC2c3ccccc3C1C1C(=O)N(CCc3ccccc3)C(=O)C21 (stereo unspecified)	?	/
CCN1/C(=C/c2ccc3ccccc3[n+]2CCCS(=O)(=O)[O-])C=Cc2cc(C)ccc21	?	/
O=C(NCc1ccncc1)c1cnccn1	?	/

Six compounds out of the list, sorted by molar mass, falling:
SMILES	S3 lipid droplet	S3 lipid droplet cell count max
CCN1C(=O)[C@H]2[C@@H](c3ccc(-c4ccc(OC)cc4)cc3)N[C@@](CC(C)C)(C(=O)OC)[C@H]2C1=O	-25%	13
CCN1/C(=C/c2ccc3ccccc3[n+]2CCCS(=O)(=O)[O-])C=Cc2cc(C)ccc21	?	/
COc1ccc(S(=O)(=O)N2CCN(C(=O)c3cc(C)oc3C)CC2)cc1	?	/
Cc1ccccc1Nc1ncnc2c1cnn2Cc1ccccc1	?	/
CCOC(=O)C(Sc1n[nH]c(N)n1)c1ccccc1 (stereo unspecified)	?	/
Cn1cnnc1SCCC(=O)Nc1ccccc1	?	/

(further entries)
SMILES	S3 lipid droplet	S3 lipid droplet cell count max
O=C(CN1CCCC1)Nc1nnc(-c2cccs2)s1	13%	16
COc1cc(OC)c(C(=O)/C=C/c2ccc(OCc3ccccc3)c(OC)c2)c(OC)c1	?	/
Cn1c(CNc2nc3ccccc3n2CCN2CCCCC2)nc2ccccc21	?	/
O=C(Nc1ccc2c(c1)OCO2)C1CCCN1C(=O)Nc1ccccc1 (stereo unspecified)	?	/
C=CCn1c(SCC(=O)Nc2sccc2C#N)nc2sc(C)c(C)c2c1=O	?	/
CCOC(=O)Cn1c2ccccc2n2nc(CCC(=O)O)c(=O)nc12	?	/
Cc1ccc2oc(=O)n(CCC(=O)Nc3ccc(N4CCOCC4)cc3)c2c1	?	/
COc1ccc(-c2c(C#N)c(C)nc3c2C(=O)c2ccccc2-3)cc1	-8%	-8
O=C(CC1C(=O)NCCN1C(=O)Nc1ccccc1)Nc1cc(Cl)ccc1Cl (stereo unspecified)	18%	8
O=C(NCCC(=O)N(CCc1ccccc1)Cc1ccccc1)c1ccc([N+](=O)[O-])cc1	9%	-17
O=C(Nc1cccc2c1C(=O)NC2=O)c1ccc(S(=O)(=O)N2CCCC2)cc1	3%	1
O=C(CNC(=O)c1ccc(Br)o1)Nc1ncccc1O	17%	/
Cc1cccc(N2CCc3c2nc2ccc(Br)cc2c3N)c1	?	/
CCn1c(=O)c(C(=O)NNS(=O)(=O)c2ccc(Cl)cc2)c(O)c2ccccc21	8%	-9
COc1cc(/C=N/Nc2nc3ccccc3[nH]c2=O)ccc1O	-17%	-16
CCN(CC)c1nc(C#N)cc(-c2ccc(OC)cc2)n1	?	/
Cc1ccn2c(NC3CCCCC3)c(C)nc2c1	9%	-6
Nc1ccc2c(c1)nnn2-c1ccccc1	14%	1
CCCn1c(C)cc(=O)c2cc(NC(=O)c3ccccn3)ccc21	22%	7
CCCOc1ccc(N2C(=O)C3ON(c4ccccc4)C(CCC)C3C2=O)cc1 (stereo unspecified)	18µM*	11*
O=C(CNC(=O)c1ccccc1)OC(C(=O)Nc1cc(C(F)(F)F)ccc1Cl)c1ccccc1 (stereo unspecified)	?	/
Nc1ccc2nc(Cc3ccccc3)[nH]c2c1	27%	23
CCOc1ccccc1NS(=O)(=O)N(C)C	?	/
Cc1ccc(Cn2c(-n3nc(C)cc3C)nc3c2c(=O)[nH]c(=O)n3C)cc1	?	/
COc1ccc(NC(=O)CSc2nnc(NC(=O)CN3CCOCC3)s2)cc1	?	/
Cc1cc2nc(NC3=NCN(CCN4CCOCC4)CN3)nc(C)c2cc1C	10%	-7
O=C(c1ccccc1)c1ccc(OCC(O)CN2CCN(S(=O)(=O)N3CCCCC3)CC2)cc1 (stereo unspecified)	?	/
CCSc1nc2sc3c(c2c(=O)n1-c1ccccc1C)CCN(C)C3	-3%	-14
CCCCNC(=O)Nc1ccc2c(c1)N(C)C(=O)c1ccccc1S2	i	13
CCCCCn1c(=O)[nH]c2cc(C(=O)NCCCN3CCCCC3C)ccc2c1=O (stereo unspecified)	?	/
CC1CCCCN1C(=O)CSc1nnc(CSc2ncccn2)n1C (stereo unspecified)	?	/
O=C(Cn1c(=O)oc2cc(S(=O)(=O)NCc3ccccc3)ccc21)N1CCCC1	?	/
O=C(NCc1ccccc1Cl)C1CCCO1 (stereo unspecified)	?	/
COc1ccc(C(=O)N/N=C/c2cc3ccccc3[nH]c2=S)cc1	?	/
O=c1ccn(-c2cccc(C(F)(F)F)c2)nc1-c1ccn(-c2ccccc2F)n1	-14%	-11
Cc1ccc(C)c(NC(=O)NNC(=O)CCc2ccccc2)c1	?	/
Cc1ccc(N(C)S(=O)(=O)c2cccc(C(=O)NC3CC(C)(C)NC(C)(C)C3)c2)cc1	?	/
O=C(CSc1nnc(-c2ccccc2O)o1)N1CCOCC1	?	/
COCc1nnc(NS(=O)(=O)c2ccc(C)cc2)s1	5%	-3
CN(C)c1ccc(CN(C)C2CCCCC2)cc1	?	/
COC(=O)Cc1[nH]nc2c1C1(C(=O)N(Cc3ccccc3)c3ccccc31)C(C#N)=C(N)O2 (stereo unspecified)	8%	-8
O=C(CCS(=O)(=O)c1cccs1)Nc1ccc(C(=O)NC2CCCC2)cc1	?	/
O=C(N=C1SC2CS(=O)(=O)CC2N1c1ccccc1Cl)C1CCCO1 (stereo unspecified)	?	/
COC(=O)CCC(=O)Nc1cccc2ccccc12	?	/
CC1=C(C(=O)OC(C)C)C(c2ccncc2)n2ncnc2N1 (stereo unspecified)	?	/
Cc1nc(CSc2ccc(Cl)cc2)cc(NCc2ccccc2)n1	?	/
Cc1c(Cl)cnc(NC(=O)COC(=O)[C@H](C)NC(=O)c2ccccc2)c1Cl	18%	18
N#Cc1c(-c2ccc(F)cc2)noc1N	?	/
CCN1CCN(S(=O)(=O)c2ccc(Cl)c(C(=O)N(C)C(c3ccccc3)c3ccccc3)c2)CC1	17%	/
COC(=O)c1ccc(C(=O)NCCCCO)cc1	9%	/
COc1cccc(NC(=O)CN(C)C(=O)CSc2ncnc3sc(C)c(C)c23)c1	21%	/
CN1C(=O)CSc2ccc(NC(=O)N3CCN(c4ccccn4)CC3)cc21	-13%	-16
COc1cccc(N2CCN(C(=O)CSc3ccc(F)cc3)CC2)c1	3%	8
O=C(C1CCN(Cc2ccccc2)CC1)N1CCCC1	0%	5
CCN(C(=O)COC(=O)c1[nH]c(C)c(C(C)=O)c1C)c1c(N)n(Cc2ccccc2)c(=O)[nH]c1=O	3%	2
CC(OC(=O)C1=Cc2ccccc2OC1)C(=O)NC1CCCC1 (stereo unspecified)	?	/
Oc1cccc(Nc2nc(O)c(/C=C3\C=Nc4ccccc43)s2)c1	?	/
Cc1cccc(-n2c(SCc3ccc([N+](=O)[O-])cc3)nnc2-c2c[nH]c3ccccc23)c1	?	/
CCSc1ncc(Cl)c(C(=O)Nc2cc(C)ccc2C)n1	?	/
CCCCNC(=O)N1CCc2[nH]c3ccccc3c2C1	-15%	1

A second format for part of the listing above:
Second line of a record: S3 lipid droplet, S3 lipid droplet cell count max
- CCSc1ncc(Cl)c(C(=O)Nc2cc(C)ccc2C)n1
    ?, /
- COCc1nnc(NS(=O)(=O)c2ccc(C)cc2)s1
    5%, -3
- O=C(NCc1ccccc1Cl)C1CCCO1 (stereo unspecified)
    ?, /

Next records
SMILES	S3 lipid droplet	S3 lipid droplet cell count max
CN(CCc1cnn(C)c1)Cc1nc(CC2CC2)no1	?	/
COc1ccc2c(-c3ccccc3)cc(SC(C)C(N)=O)nc2c1 (stereo unspecified)	?	/
COc1ccc(CNC(=O)c2csnn2)cc1	?	/
O=C(Cc1ccccc1)NCC(=O)Nc1ccccc1Br	-29%	12
COc1ccc(-c2noc(N3CCC(C(=O)NCCCN4CCCCC4)CC3)n2)cc1	?	/
O=C(Cn1cc([N+](=O)[O-])cn1)Nc1nccs1	3%	10
COC(=O)c1sc2ccccc2c1NC(=O)c1ccc(S(=O)(=O)N2CCCCC2C)cc1 (stereo unspecified)	10%	23
CCOC(=O)Cc1cc(=O)n2[nH]c(C)c(C#N)c2n1	?	/
CCCCC(=O)Nc1cc(NC(=O)CCCC)cc(C(=O)O)c1	-2%	2
CCOc1ccccc1NC(=O)COc1ccc2ccc(=O)oc2c1	?	/
CN(Cc1ccc(Cl)c(Cl)c1)C(=O)C1CSC2(C)CCC(=O)N12 (stereo unspecified)	?	/
CCOC(=O)c1ccc(N2C(=O)CC(N3CCC(O)(c4ccc(Cl)cc4)CC3)C2=O)cc1 (stereo unspecified)	?	/
COc1ccc(CC(=O)NNC(=O)c2cccnc2)cc1OC	?	/
COc1cccc(NC(=O)CN2C(=O)NC(C)(CC(C)C)C2=O)c1 (stereo unspecified)	?	/
NS(=O)(=O)c1ccc(CCNC(=O)CNC(=O)COc2ccccc2)cc1	7%	1
C=CCn1c(C(C)NC(=O)c2ccc(C)cc2)n[nH]c1=S (stereo unspecified)	5%	9
CN1Cc2c(N)cccc2C(c2ccccc2)C1 (stereo unspecified)	4%	-1
CN(C(=O)c1cccc(C(F)(F)F)c1)C1CCCc2ccccc21 (stereo unspecified)	?	/
COC(=O)c1c(NC(=O)CN2CCN(c3cccc(Cl)c3)CC2)sc(C)c1C	?	/
O=C(Nc1c2c(nn1-c1ccc(F)cc1)CS(=O)(=O)C2)C12CC3CC(CC(C3)C1)C2	?	/
CC(OC(=O)c1cc(S(=O)(=O)Nc2ccc(F)cc2)ccc1Cl)C(=O)Nc1ccc2c(c1)OCCO2 (stereo unspecified)	13%	0
